Pin1 inh = human Pin1 inhibition | Q13526 | Pin1 FP peptide displacement, HiFluor488, 10 min | Potency, µM (titrated, usually from 115 µM), without a hit: at the top dose activity, negative = inhibition, usual class: inhibitors | actives 0.009% (n = 390,000) | AID 504891; active = well fitted inhibition curve with a large enough effect in the polarisation, with a control signal flat, not every such curve was filed as active; inconclusive = small, poorly fitted or top-dose-only effect, or effect the other way, or a change in a side signal; inactive = no such curve, though single readings can be large or run the other way; the % refers to the polarisation; also: potency is read from the fitted curve at half-maximal effect; % is scaled to controls: 0 for no effect and ±100 for the full control effect
GLS inh = inhibitors of human glutaminase (GLS) | actives 0.21% (n = 410,000) | Potency, µM (series often up to 45.5 µM), for inactives: at the highest dose activity change, negative = inhibition, hits mostly inhibitors | AID 624170 | O94925 | GLS enzymatic activity, qHTS titration; also: potency is read from the fitted curve at half-maximal effect; % is scaled to controls: 0 for no effect and ±100 for the full control effect
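Two-point fluorescence kinetic (t0, 30 min RT) for hKGA; glutamate detected via glutamate oxidase–HRP–Amplex Red. Substrate: 1 mM L-glutamine solution; buffer 45 mM KH2PO4, pH 8.2.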
PI4K2A inh = inhibitors of human PI4K2A. Q9BTU6. purified PI4K2A, ADP-Glo luminescence, 1 h; stronger effect = lower value. activity change, negative = inhibition, % at 76.9 µM. actives 0.13% (n = 420,000); in the data active = activity change below about -50%; inconclusive = mostly about -30% to -49%;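 also: -100% = wells without enzyme as full effect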
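PI4K2A activity was measured by ADP-Glo luminescence: enzyme (4 ug/mL stock) and phosphatidylinositol (1.2 mM stock) in Tris pH 7.5/MgCl2/EGTA/Triton X-100 buffer were reacted with ATP (300 microM stock) for one hour at ambient temperature.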
PGK inhibitor = T. brucei PGK inhibition | P07378 | PGK/GAPDH coupled, Kinase-Glo luminescence, 60 min | Potency, µM (top dose mostly 57.5 µM), for inactives: at the top dose activity change, negative = inhibition, hits mostly inhibitors | actives 0.043% (n = 380,000); also: potency is read from the fitted curve at half-maximal effect; % is scaled to controls: 0 for no effect and ±100 for the full control effect; nearly all actives have a fitted effect of over 60% in size
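Recombinant glycosomal PGK reaction used 1,3-bisphosphoglycerate generated in-well by GAPDH (100nM final) in 100mM TEA pH 7.6, 5mM MgCl2, 0.01% Tween-20. After 60 minutes at room temperature, ATP was read by Kinase-Glo Plus luminescence end-point.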
HP1b binding inh = blocks HP1-beta chromodomain binding to methylated histone tails | AlphaScreen HP1-beta / biotin-H3K9me3 peptide binding | AID 540317 | Potency, µM (top dose mostly 114 µM), without a hit: top-dose activity change, negative = inhibition, usual class: inhibitors | actives 0.56% (n = 390,000); also: potency is read from the fitted curve at half-maximal effect; nearly all actives have a fitted effect of over 70% in size; inactives centre near 23
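AlphaScreen: HP1-beta (50 nM) preformed 30 min with biotin-H3(1-18)K9me3 peptide (50 nM) in PBS pH 7.4, 0.01% Tween-20. Compound added for 30 min at RT, then streptavidin donor/nickel chelate acceptor beads (10 ug/mL) for 30 min.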
Pol eta inh = blocks human DNA polymerase eta activity; Potency, µM (doses to about 114 µM), without a hit: at the top dose activity change, negative = inhibition, hits mostly inhibitors; recombinant Pol eta, fluorescent DNA replication assay; Q9Y253; actives 1.2% (n = 390,000); also: potency is read from the fitted curve at half-maximal effect; % is scaled to controls: 0 for no effect and ±100 for the full control effect
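Pol eta (10 nM) was preincubated with compounds for 15 min at room temperature, after which fluorescent replication substrate (50 nM final) was added to start the reaction. Fluorescence was read kinetically at 0 and 10 min.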
JMJD2A Tudor = blocks the human JMJD2A Tudor domain; O75164; AlphaScreen JMJD2A-Tudor / H3K4me3 peptide binding; Potency, µM (top dose mostly 114 µM), inactives show at the highest dose activity change, negative = inhibition, usual class: inhibitors; actives 4.4% (n = 390,000); AID 504339; also: potency is read from the fitted curve at half-maximal effect; % is scaled to controls: 0 for no effect and ±100 for the full control effect; nearly all actives have a fitted effect of over 50% in size
G9a block = blocks human histone lysine methyltransferase G9a. Q96KQ7. G9a H3K9 monomethylation, AlphaScreen, 2 h. Potency, µM (series often up to 102 µM), without a hit: at the top dose activity, negative = inhibition, most hits filed as inhibitors. actives 8.8% (n = 350,000). AID 504332; also: potency is read from the fitted curve at half-maximal effect; % is scaled to controls: 0 for no effect and ±100 for the full control effect; nearly all actives have a fitted effect of over 75% in size
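Compounds were preincubated with 20 nM G9a for 15 min, after which biotinylated H3K9 peptide (500 nM) and SAM (20 uM) started a 2 h room-temperature reaction. Monomethylated product was quantified by antibody-based AlphaScreen chemiluminescence.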
BAZ2B block = blocks human BAZ2B. AlphaScreen BAZ2B-H3K14Ac peptide displacement. Potency, µM (series often up to 114 µM), without a hit: at the highest dose activity change, negative = inhibition, most hits filed as inhibitors. actives 4.4% (n = 360,000); also: potency is read from the fitted curve at half-maximal effect; % is scaled to controls: 0 for no effect and ±100 for the full control effect; nearly all actives have a fitted effect of over 60% in size
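BAZ2B (50 nM) with biotin-H3(5-23)K14Ac peptide (50 nM) in PBS pH 7.4, 0.01% Tween-20, preformed 30 min, then compound 30 min at room temperature; top concentration 110uM. AlphaScreen streptavidin donor/nickel chelate acceptor beads (10 ug/mL final), 20 min dark, signal read.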
The depositor's hits bear a star; & = joins results of further samples; [ ] = another dose, or the depositor's remark. Unless noted, calls follow the shape of the dose curve; as a rule, active = well fitted curve in the direction sought with a large enough effect; inconclusive = small, poorly fitted or top-dose-only effect, or another doubt; inactive = no such curve, though single readings can be large; an effect the other way counts as inactive or inconclusive. These rows are one share of the data. The share of hits here may be higher or lower than overall.

What do the screens show for `COc1ccc(NCN2C(=O)C3C4C=CC(C4)C3C2=O)cc1` (stereo not given)?
Pin1 inh: -9%; GLS inh: 0%; PI4K2A inh: 3; PGK inhibitor: -7%; HP1b binding inh: 18%; Pol eta inh: -11%; JMJD2A Tudor: -6%; G9a block: -32%; BAZ2B block: -5%

How did Cc1c(Cl)cccc1NC(=O)CSc1ncccc1C(=O)Oc1ccccc1Cl do in these assays?
Pin1 inh: 12%; GLS inh: 9%; PI4K2A inh: -1; PGK inhibitor: 2%; HP1b binding inh: 21%; Pol eta inh: -8%; JMJD2A Tudor: -2%; G9a block: -4%[59 µM]; BAZ2B block: 1%

How did COc1ccc(-n2cnnc2SCC(=O)Nc2cccc([N+](=O)[O-])c2)cc1 do in these assays?
Pin1 inh: -3%; GLS inh: 1%; PI4K2A inh: 1; PGK inhibitor: inactive; HP1b binding inh: 3%; Pol eta inh: -17%; JMJD2A Tudor: -8%; G9a block: -4%; BAZ2B block: -9%

Results for O=S1(=O)NC(=NCc2ccco2)c2ccccc21 ?
Pin1 inh: 6%; GLS inh: 6%; PI4K2A inh: 2; PGK inhibitor: -9%; HP1b binding inh: 1%; Pol eta inh: -4%; JMJD2A Tudor: -3%; G9a block: 8%[59 µM]; BAZ2B block: 12%

What do the screens show for `CCn1c(=O)c2sccc2n2c(CCC(=O)NCc3ccc(Cl)cc3)nnc12`?
Pin1 inh: -6%; GLS inh: -3%; PI4K2A inh: -6; PGK inhibitor: -4%; HP1b binding inh: 39%[activator]; Pol eta inh: 3%; JMJD2A Tudor: 6%; G9a block: 8%[59 µM]; BAZ2B block: -2%

How did CCCC(=NCC(=O)O)C1=C(O)C(C(=O)OC)C(C)(C)CC1=O (stereo not given) do in these assays?
Pin1 inh: 4%; GLS inh: -3%; PI4K2A inh: 8; PGK inhibitor: -4%; HP1b binding inh: 29%; Pol eta inh: 8%; JMJD2A Tudor: -15%; G9a block: inconclusive; BAZ2B block: -30%

What do the screens show for `Cc1ccccc1-n1c(Cn2c(=O)sc3ccccc32)nnc1SCC(=O)NCC1CCCO1` (stereo not given)?
Pin1 inh: 0%; GLS inh: 19%; PI4K2A inh: -1; PGK inhibitor: 1%; HP1b binding inh: -9%; Pol eta inh: -5%; JMJD2A Tudor: inconclusive; G9a block: inconclusive; BAZ2B block: 11%

How did Cc1ccc2c(c1)-c1ccccc1S(=O)(=O)N2 do in these assays?
Pin1 inh: -5%; GLS inh: 18%; PI4K2A inh: -2; PGK inhibitor: 5%; HP1b binding inh: 25%; Pol eta inh: -7%; JMJD2A Tudor: -5%; G9a block: -10%[12.7 µM]; BAZ2B block: -5%

What do the screens show for `Cc1nc2cc(NC(=O)N3CC4(C)CC3CC(C)(C)C4)ccc2n1C` (stereo not given)?
Pin1 inh: -15%; GLS inh: 16%; PI4K2A inh: -3; HP1b binding inh: 39%[activator]; Pol eta inh: -3%; JMJD2A Tudor: -12%; G9a block: -3%; BAZ2B block: 12%

How did CCO[C@H]1OC(C(N)=O)=C[C@@H](C)[C@@H]1CCCO do in these assays?
Pin1 inh: -8%; GLS inh: 2%; PI4K2A inh: 1; PGK inhibitor: inactive; HP1b binding inh: 28%; Pol eta inh: 0%; JMJD2A Tudor: -15%; G9a block: -10%[59 µM]; BAZ2B block: -3%

What do the screens show for `COc1ccc(CNCc2cc(Cl)ccc2O)cc1`?
Pin1 inh: 2%; GLS inh: 33%[activator]; PI4K2A inh: -9; PGK inhibitor: inactive; HP1b binding inh: 5%; Pol eta inh: -23%; JMJD2A Tudor: -18%; G9a block: -9%[2.33 µM]; BAZ2B block: 8%

Results for COc1ccccc1N1CCN(C(=O)CN2C(=O)C3CCCCC3C2=O)CC1 (stereo not given) ?
Pin1 inh: 8%; GLS inh: -3%; PI4K2A inh: 5; PGK inhibitor: -8%; HP1b binding inh: 77%[activator]; Pol eta inh: -17%; JMJD2A Tudor: -7%; G9a block: 10%; BAZ2B block: 4%

What do the screens show for `CCOC(=O)N1CCN(S(=O)(=O)c2ccc(OC)c3ccccc23)CC1`?
Pin1 inh: -5%; GLS inh: 7%; PI4K2A inh: 2; PGK inhibitor: 3%; HP1b binding inh: 7%; Pol eta inh: -15%; JMJD2A Tudor: -13%; G9a block: -31%[59 µM]; BAZ2B block: -17%

How did O=c1[nH]c2cc3c(cc2cc1CN(Cc1ccco1)C(=S)NCC1CCCO1)OCCO3 (stereo not given) do in these assays?
Pin1 inh: 5%; GLS inh: 5%; PI4K2A inh: -7; PGK inhibitor: 0%; HP1b binding inh: -3%; Pol eta inh: -12%; JMJD2A Tudor: -35%; G9a block: 0%; BAZ2B block: -11%

What do the screens show for `O=C(CCc1ccccc1)NNC(=O)c1ccccc1C(=O)O`?
Pin1 inh: -4%; GLS inh: -5%; PI4K2A inh: 4; PGK inhibitor: -8%; HP1b binding inh: 37%; Pol eta inh: -23%; JMJD2A Tudor: -8%; G9a block: 10µM*; BAZ2B block: 1%

How did CC12CCC(=O)N1C(C(=O)Oc1cccc(F)c1)CS2 (stereo not given) do in these assays?
GLS inh: 3%; PI4K2A inh: -3; PGK inhibitor: -1%; Pol eta inh: inconclusive

Results for CCOc1ccc(C(C)=O)cc1COC(=O)CN1C(=O)NC2(CCCC2)C1=O ?
Pin1 inh: 0%; GLS inh: 0%; PI4K2A inh: 3; PGK inhibitor: -2%; HP1b binding inh: 35%; Pol eta inh: -8%; JMJD2A Tudor: -9%; G9a block: 56µM*; BAZ2B block: 7%

Results for CS(=O)(=O)N(CC(=O)NC1CC1)C1CCCCC1 ?
Pin1 inh: -3%; GLS inh: -12%; PI4K2A inh: 3; PGK inhibitor: -7%; HP1b binding inh: 40%[activator]; Pol eta inh: -17%; JMJD2A Tudor: -4%; G9a block: 12%[59 µM]; BAZ2B block: 10%

What do the screens show for `CC(C)c1ccc(N(CC(=O)O)S(=O)(=O)c2cccnc2)cc1`?
Pin1 inh: -3%; GLS inh: -1%; PI4K2A inh: 3; PGK inhibitor: -8%; HP1b binding inh: 5%; Pol eta inh: -2%; JMJD2A Tudor: 89µM*; G9a block: -5%; BAZ2B block: 9%

How did Cc1ccc(C2CC(c3ccc(C)cc3)n3nc(N)nc3N2)cc1 (stereo not given) do in these assays?
Pin1 inh: 10%; GLS inh: 18%; PI4K2A inh: 3; PGK inhibitor: -2%; HP1b binding inh: 27%; Pol eta inh: -7%; JMJD2A Tudor: -36%; G9a block: -13%[59 µM]; BAZ2B block: -9%

Results for CN(C)S(=O)(=O)c1cccc(NC(=O)CN(CCO)CC(=O)Nc2cccc(S(=O)(=O)N(C)C)c2)c1 ?
Pin1 inh: 4%; GLS inh: 3%; PI4K2A inh: -2; PGK inhibitor: -5%; HP1b binding inh: 7%; Pol eta inh: -12%; JMJD2A Tudor: inconclusive; G9a block: inconclusive; BAZ2B block: -1%

What do the screens show for `CCc1ccccc1NC(=O)c1ccc2c(c1)N(Cc1cccc(Cl)c1)C(=O)c1ccccc1S2(=O)=O`?
Pin1 inh: 9%; GLS inh: -3%; PI4K2A inh: -3; PGK inhibitor: -2%; HP1b binding inh: 62%[activator]; Pol eta inh: -18%; JMJD2A Tudor: -8%; G9a block: -3%[59 µM]; BAZ2B block: 1%

Results for Cc1nc2cc3ccccc3cc2s1 ?
Pin1 inh: -9%; GLS inh: 0%; PI4K2A inh: 4; PGK inhibitor: 6%; HP1b binding inh: 66%[activator]; Pol eta inh: -13%; JMJD2A Tudor: 30%

Results for COc1cccc(/C=N/n2c(-c3cc(C)[nH]n3)n[nH]c2=S)c1O ?
Pin1 inh: 0%; GLS inh: 5%; PI4K2A inh: -4; PGK inhibitor: 6%; HP1b binding inh: 10%; Pol eta inh: 7%; JMJD2A Tudor: 2.8µM*; BAZ2B block: inconclusive

What do the screens show for `O=C(Nc1ccc2nsnc2c1)N1CCCCCC1`?
Pin1 inh: 2%; GLS inh: -5%; PI4K2A inh: 2; PGK inhibitor: -1%; HP1b binding inh: 63%; Pol eta inh: -11%; JMJD2A Tudor: 0%; G9a block: 24%[12.7 µM]; BAZ2B block: 0%

How did COC(=O)c1cccc(C(=O)Nc2cnc3ccccc3c2)n1 do in these assays?
Pin1 inh: -2%; GLS inh: 0%; PI4K2A inh: 2; PGK inhibitor: 1%; HP1b binding inh: 8%; Pol eta inh: inconclusive; JMJD2A Tudor: -13%; G9a block: 2%; BAZ2B block: 1%

What do the screens show for `O=C(O)c1cn(-c2ccc(N3CCCC3)c(F)c2)c2c(F)c(F)c(F)cc2c1=O`?
Pin1 inh: 0%; GLS inh: -21%; PI4K2A inh: 3; PGK inhibitor: -9%; HP1b binding inh: 5%; Pol eta inh: inconclusive; JMJD2A Tudor: inconclusive; G9a block: 45µM*; BAZ2B block: -38%

What do the screens show for `CCC(C)Sc1ccc(-c2nc3ccc(C)cn3c2NCc2ccccc2)cc1` (stereo not given)?
Pin1 inh: -3%; GLS inh: 0%&2%; PI4K2A inh: -1&-5; PGK inhibitor: inactive; HP1b binding inh: 46%[activator]; Pol eta inh: -16%; JMJD2A Tudor: -26%

Assay outcomes as filed in PubChem BioAssay.
